F508del corr: CFTR F508del correction in bronchial cells | AID 720511 | 350,000 compounds, 0.36% hits | CFBE cells, YFP halide quenching; stimulated with forskolin plus potentiator P3; % fluorescence drop versus neutral controls | activity (quench increase), % at 7.58 µM;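 active = mean added fluorescence quench of at least 8% versus neutral control, with both replicates also reaching 8%; inconclusive = only one of the mean or replicate conditions met; inactive = mean below 8% and not both replicates reaching 8%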;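 note: cells transiently co-express mutant CFTR-F508del with the halide-sensitive YFP; corrector assay measuring rescue of mutant channel to the surface after 24 h compound exposure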
PAX8 inh HTS: lowers PAX8-driven luciferase in RMG-I cells; 360,000 compounds, 1.2% hits; inhibition, % at 12.6 µM; RMG-I TPO-luciferase reporter, SteadyGlo, 24 h; AID 652154;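 active = mean replicate inhibition at least 60% with every replicate also reaching 60%; inconclusive = only one of the two criteria is met; inactive = mean below 60% and not all replicates reaching 60%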;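 note: luciferase light reporting Pax8 driven TPO promoter activity; plate controls were median of neutral control wells for no effect and mitoxantrone controls for full effect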
EWS-Fli inh: blocks EWS/Fli oncoprotein-driven transcription | 350,000 compounds, 0.67% hits | inhibition, % at 12.6 µM | A673 NR0B1-luciferase reporter, viability-normalised;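 active = mean inhibition of at least 50% after viability correction, with every replicate also passing that limit; inconclusive = mean reaches 50% but only one of two replicates passes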;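 note: firefly luciferase signal divided by Alamar Blue viability fluorescence both relative to DMSO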
INS-1E GSIS act: primary screen for activators of insulin secretion dependent on glucose, INS-1E cells, GLuc reporter luminescence; INS-1E GLuc reporter insulin secretion, 2-3 h; activation, % at 16.6 µM; 370,000 compounds, 0.61% hits;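 active = lowest replicate activation of at least 40%, so every replicate reaches that level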;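 note: 0% = median of neutral control wells and 100% = median of IBMX positive control wells; some compounds called inactive have numbers as strong as hits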
DENV2 CPE rescue: inhibitors of DENV2 cytopathic effect; DENV2-infected cells, cytopathic effect rescue, plate reader; CPE inhibition, % at 9.99 µM; 350,000 compounds, 1.7% hits; AID 651640; in the data active = CPE inhibition above about 20%, passing the limit was not always enough; inconclusive = no clear call, values can overlap the other calls; tested in BHK-21 cells;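 note: 0% = median of neutral control wells and 100% = median of positive control wells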
miR-122 sensor: inhibitors of miR-122 in Huh7 cells. Huh7 miR-122 Renilla luciferase sensor, 48 h; neutral wells = 0, positive control = 100. activation (reporter increase), % at 12.5 µM. 340,000 compounds, 0.3% hits. AID 602342;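 active = mean replicate activation score at least 90 and every replicate individually at or above 90; inconclusive = only one of the two criteria met; inactive = neither criterion met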;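 note: higher luciferase means less miR-122 activity so hits act as miR-122 inhibitors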
FN deposit inh: fibronectin deposition inhibition | AH1F fibroblasts, Alexa488-fibronectin deposition fluorescence, overnight | inhibition, % at 12.6 µM | 350,000 compounds, 0.086% hits | AID 743247;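 active = mean inhibition across replicates of 30% or more, regardless of how many single replicates reach that level; inconclusive = mean under 30% yet at least half of replicates reach 30%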;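 note: positive control wells lacked labelled fibronectin entirely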
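Material: AH1F fibroblasts assembling fluorescent fibronectin matrix; amount: 10000 AH1F cells/well; medium: DMEM, 2% serum; reagent: Alexa488-fibronectin, 24 nM final in well; dosing: single compound dose, delivered by pin transfer; incubation: 1 h adhesion, overnight exposure; detection: fluorescence after three HBSS washes, excitation 485 nm, emission 525 nm; measure: fibronectin deposition inhibition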
An asterisk follows results filed as active; ? = inconclusive; . = not tested or not shown; & = joins results of further samples; [ ] = dose if it differs, or a comment.

SMILES	F508del corr	PAX8 inh HTS	EWS-Fli inh	INS-1E GSIS act	DENV2 CPE rescue	miR-122 sensor	FN deposit inh
C[C@@H]1CN([C@H](C)CO)C(=O)Cc2cc(NC(=O)C3CC3)ccc2O[C@@H]1CN(C)CC1CC1	-1.3	-24	1	11	1	9[16.7 µM]	.
COc1ccc(CN(C)C[C@@H]2OCCCC[C@@H](C)Oc3ccc(NC(=O)C4CCCCC4)cc3C(=O)N([C@@H](C)CO)C[C@@H]2C)cc1	-0.7	33	.	-16	-1	-1[16.7 µM]	15
CC(Oc1ccc(F)cc1)C(=O)Nc1nc(-c2ccccn2)cs1 (stereo not drawn)	1.7	69*	27	-3	2	1	11
O=C(OCC(=O)N1CCc2ccccc21)c1cccnc1Cl	2.0	.	-36	4	-4	-11	.
Cc1ccc2oc(-c3ccc(NC(=O)c4ccncc4)cc3O)nc2c1	-1.2	-24	-64	25	1	.	-8
Cc1noc(C)c1S(=O)(=O)Nc1ccc2c(c1)C(=O)N([C@H](C)CO)C[C@H](C)[C@@H](CN(C)S(=O)(=O)c1ccc(F)cc1)OCCCC[C@@H](C)O2	0.8	-6	-9	-7	-12	2[16.7 µM]	.
O=C(O)CCC(=O)N1N=C(c2cccs2)CC1c1cccc([N+](=O)[O-])c1 (stereo not drawn)	1.2	8	11	0	-5	-3	3
CC1C(=O)NN=C1C(=O)N/N=C\C(Br)=C\c1ccccc1 (stereo not drawn)	-3.5	15	-42	-2	8	13	-2
CCOC(=O)C1(C)CCN1C(=O)c1csnn1 (stereo not drawn)	1.5	0	10	-4	6	-6	-17
CCCNC(=O)C[C@@H]1CC[C@H]2[C@@H](COC[C@@H](O)CN2C(=O)Nc2c(C)noc2C)O1	0.4	12	5	7	1	0[16.7 µM]	2
Cc1cc(C(=O)CN2C(=O)CN(C)C2=O)c(C)n1-c1cccc(S(=O)(=O)N2CCOCC2)c1	-0.7	-16	11	10	-4	.	.
CO[C@H]1CN(C)C(=O)c2cc(NS(=O)(=O)c3cn(C)cn3)ccc2OC[C@H](C)N(Cc2cccc(F)c2)C[C@@H]1C	-0.3	-16	-1	-9	-6	.	-16
COc1ccc(S(=O)(=O)N(C)C[C@H]2Oc3c(NC(=O)NC4CCCCC4)cccc3C(=O)N([C@@H](C)CO)C[C@H]2C)cc1	1.6	.	-2	-13	3	-13[16.7 µM]	-9
O=C(CCc1nnc(Cc2ccc(-c3ccccc3)cc2)o1)N1CCCC1	2.0	-10	14	7	4	.	3
Cc1ccc(-n2nc3c([n+]2[O-])CCc2nonc2-3)cc1	-1.9	-22	-14	-5	.	.	.

The final two entries of the section above open the next one:
SMILES	F508del corr	PAX8 inh HTS	EWS-Fli inh	INS-1E GSIS act	DENV2 CPE rescue	miR-122 sensor	FN deposit inh
O=C(CCc1nnc(Cc2ccc(-c3ccccc3)cc2)o1)N1CCCC1	2.0	-10	14	7	4	.	3
Cc1ccc(-n2nc3c([n+]2[O-])CCc2nonc2-3)cc1	-1.9	-22	-14	-5	.	.	.
O=C(NCC1CC1)c1ccc2sc([C@H]3C[C@H](O)[C@@H](CO)O3)nc2c1	1.3	-30	-9	.	6	-15	.
COc1cc(C(=O)NCC(c2ccco2)N2CCc3ccccc3C2)cc(OC)c1OC (stereo not drawn)	1.9	12	6	1	-7	.	-11
O=C(Nc1cccc([N+](=O)[O-])c1)Nc1ccc2c(c1)CCC2	-0.5	-70	-89	-6	?	.	-3
O=C(Cn1c(CCCO)nc2ccccc21)Nc1ccccc1-c1ccccc1	-0.6	2	7	-1	-2	.	3
C[C@H]1CN([C@@H](C)CO)C(=O)Cc2cc(NC(=O)CCC(F)(F)F)ccc2O[C@@H]1CN(C)Cc1ccc(C(F)(F)F)cc1	-1.2	2	2	-10	-2	-2[16.7 µM]	-14
C[C@@H]1CN([C@@H](C)CO)C(=O)c2cccc(NC(=O)NC3CCCCC3)c2O[C@H]1CN(C)S(=O)(=O)c1cccs1	-3.3	.	-1	-12	11	-10[16.7 µM]	-1
O=C(NCC1CC1)[C@@H]1N[C@@H]2c3ccc(C4=CCCCC4)c(=O)n3C[C@@H]2[C@H]1CO	.	.	-5	-3	0	.	.
O=C(O)c1cc(Cl)c(Cl)cc1C(=O)NCc1ccco1	4.4	3	15	7	-1	-2	-1
Cc1nnc(SCC(=O)Nc2sccc2C#N)s1	-2.9	.	0	2	-6	3	-2
CN(CC(=O)Nc1cccc(S(=O)(=O)N2CCCC2)c1)CC(=O)Nc1ccc(F)c(F)c1F	19*	10	1	-15	2	10	1
CCCC#Cc1ccc([C@H]2[C@@H](CO)N3C(=O)CN(C(=O)c4ccc(F)cc4)C[C@@H]23)cc1	-3.3	.	2	-14	-5	.	.
CCN(CC)S(=O)(=O)c1ccc(N/N=C(\C)c2ccc(OC)cc2O)nc1	3.4	46	-8	2	0	5	9
O=C(N/N=C/c1cc(Cl)ccc1O)C(=O)Nc1ccccc1OC(F)(F)C(F)F	.	70*	-9	7	4	.	.
Fc1cccc(/C=N/Nc2nncc3ccccc23)c1	2.0	-29	22	8	11	-2	-1
CCOC(=O)N1CCC(N2CC34C=CC(O3)C(C(=O)O)C4C2=O)CC1 (stereo not drawn)	-6.3	9	13	13	10	-3	-12
C[C@@H]1CN([C@@H](C)CO)C(=O)c2cc(NC(=O)c3ccncc3)ccc2O[C@H]1CN(C)S(=O)(=O)c1ccc(Cl)cc1	-0.8	-2	14	-6	-7	-3[16.7 µM]	1
C[C@H](CO)N1C[C@H](C)[C@@H](CN(C)Cc2ccc(C(F)(F)F)cc2)Oc2c(NS(C)(=O)=O)cccc2C1=O	2.8	5	2	-8	-3	11[16.7 µM]	.
CC(=O)c1ccc(N2CCN(CN3C(=O)CC4(CCCC4)C3=O)CC2)c(F)c1	0.6	13	7	-5	-4	1	5
COc1ccc(CNC(=O)C2CCN(S(=O)(=O)c3ccc(Br)s3)CC2)cc1	2.2	21	14	-20	-6	-5	-3
Cc1ccc(-n2c(SCC(N)=O)nc3c([nH]c4ccccc43)c2=O)cc1	2.5	19	4	.	-9	8	0
Cc1c(C(=O)N2CCN(c3ccc(F)cc3)CC2)oc2c1C(=O)CCC2	1.2	5	6	-14	1	-9	-2
CC(C)c1cc(Cn2c3ccccc3c(=O)n2C(C)C)on1	1.6	0	3	26	-4	-1	3
CSc1nc(SCCN(C)C)c2c3c(sc2n1)COC(C)(C)C3	1.2	-31	6	6	11	.	-2
COCC(=O)N1[C@H](CO)[C@H](c2ccccc2-c2cccc(F)c2)[C@@H]1C#N	-1.3	12	5	8	33*	.	-3
COC(=O)[C@]12CCCCC=C1N(Cc1ccc3c(c1)OCO3)C(=O)[C@H](CC(=O)NCc1ccccc1)C2	1.0	6	-5	-5	14	.	-1
COc1cccc(C#Cc2ccc([C@@H]3[C@H](CO)N4C(=O)CN(C(=O)Cc5cccnc5)C[C@@H]34)cc2)c1	0.0	.	12	-3	1	.	-13
CCn1cc([N+](=O)[O-])c(C(=O)Nc2c(C)nn(Cc3cccc(F)c3)c2C)n1	.	18	9	16	4	.	-4
Cc1ccc(C(=O)CN(C(=O)c2ccc(Cl)cc2)N2C(=O)CCC2=O)cc1	1.0	-1	-1	8	.	-4	.
Cc1noc(C)c1NC(=O)Nc1cccc2c1O[C@H](CN(C)C(=O)Nc1ccccc1)[C@@H](C)CN([C@@H](C)CO)C2=O	-2.1	3	-3	28	-7	18[16.7 µM]	.
COc1ccc(S(=O)(=O)Nc2cc3c(cc2C(C)=O)OCO3)cc1	12*	14	55*	-7	-2	.	.
COc1cccc(NC(=O)CNC(=O)c2ccc(C)cc2)c1	-2.1	-13	4	-7	.	-3	-7
O=C(CN1CCOCC1)N[C@@H]1CC[C@@H](CCn2cc(C3CCCC3)nn2)O[C@@H]1CO	1.2	-30	.	1	-3	.	-8
COc1ccc(OC)c(N(C(=O)c2ccco2)C(C(=O)NC2CCCC2)c2ccc(N3CCOCC3)cc2)c1 (stereo not drawn)	-1.9	-8	4	-24	7	.	-4
Cc1cc(C)cc(CC(=O)N2CCC2(C)C(=O)NS(=O)(=O)c2cccc(F)c2)c1 (stereo not drawn)	-0.2	20	-4	1	-2	-5	4
CN1c2ccc(C#Cc3cccnc3)cc2[C@@H]2[C@@H](CCN2S(=O)(=O)c2ccccc2)[C@H]1CO	2.7	24	22	-2	-2	-9[16.7 µM]	5
CCC(=O)Nc1ccc(NCc2ccc(-c3ccccc3)cc2)cc1	-0.9	5	3	-5	-3	-5	1
COc1ccc(CN(C)S(=O)(=O)c2c(C)noc2C)cc1OC	0.3	-20	-5	13	-5	-4	-4
CCOC(=O)N1CCC(NC(=O)CS(=O)Cc2nc(-c3ccccc3C)oc2C)CC1 (stereo not drawn)	-1.8	14	9	2	6	-10	0
O=C(C[C@H]1CC[C@@H]2[C@H](COC[C@@H](O)CN2C(=O)Nc2ccc(Cl)c(Cl)c2)O1)NCc1ccc(Cl)c(Cl)c1	4.0	58	5	-6	-27	-13[16.7 µM]	-1
C[C@@H]1CN([C@@H](C)CO)C(=O)c2cc(NC(=O)Nc3ccc4c(c3)OCO4)ccc2O[C@@H]1CN(C)Cc1ccc(C(F)(F)F)cc1	3.1	.	9	.	-4	5[16.7 µM]	.
CCC(=O)NC(c1cccs1)c1cc(Cl)c2cccnc2c1O (stereo not drawn)	4.6	58	23	3	-4	.	-7
CO[C@H]1CC[C@@H]2CCN(C)C(=O)[C@H](C)[C@@H](OC)CN(C)C(=O)c3cc(C#N)ccc3OC[C@@H]1O2	-1.2	-12	-4	-1	7	.	0
C[C@H](CO)N1C[C@H](C)[C@@H](CN(C)C(=O)Nc2ccc3c(c2)OCO3)Oc2c(NC(=O)c3ccncc3)cccc2C1=O	2.3&-0.5	-38	38&-4	14	3&-22	-6[16.7 µM]	11
Cc1c(Cl)cccc1Nc1nc(NCCO)c2ccccc2n1	-1.1	9	5	-16	-17	2	0
O=C(Cc1cn2ccsc2n1)NCc1ccccc1	2.2	.	0	-4	3	.	.
Cc1cc(C)cc(CSCC(=O)NN=C2CCCCCC2)c1	.	0	.	-5	.	.	-3
O=C(Cc1cccs1)NCC1CCCO1 (stereo not drawn)	-3.1	.	29	17	1	5	.
CCOC(=O)c1c[nH]n(-c2ccccc2)c1=O	-1.6	6	-6	-5	3	-1	-5
COc1cc(/C=N/n2c(-c3n[nH]c4c3CCC4)n[nH]c2=S)ccc1O	-2.2	20	-4	37	1	.	-2
CCCC(CC)Sc1nc2c([nH]1)c(=S)n(C)c(=O)n2C (stereo not drawn)	-1.3	8	33	.	-7	.	11
C=C(C)CN1C(=O)C2(OCCO2)c2cc(Br)ccc21	-1.0	-5	6	.	-4	-1	-3
CCC[C@@H]1C=C(C(=O)OCC)[C@H](c2ccccc2)N1S(=O)(=O)c1ccc(C)cc1	2.6	-2	-5	5	12	-3	-2
CC(=O)NC(CC(=O)Nc1nc(-c2ccccc2)c(C(C)=O)s1)c1ccccc1 (stereo not drawn)	2.5	16	-5	-6	4	1	10
CC12CCCCN1CCCc1c2[nH]c2ccccc12 (stereo not drawn)	-0.9	.	17	10	2	-1	-11
CCN(c1ccccc1)S(=O)(=O)c1ccc(OC)c(NC(=O)c2ccco2)c1	3.1	21	0	-4	-5	2	13

Compound activity from PubChem.
